# Compound activity as filed in PubChem.
# ssDAF12 agonist = activates DAF-12 receptor from parasite S. stercoralis | HEK293 ssDAF-12/GRIP1 lit1-tk-luc reporter, luminescence; % of 3 µM dafachronic acid response | hit rate 1% among 370,000 | AID 652126 | activation, % at 6.8 µM;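 active = activation above the mean over all tested compounds plus 3 SD, cut at about 0.9% in these data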;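 note: 0% = DMSO-only wells and 100% = 3 µM delta7-dafachronic acid wells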
# GC-A act = GC-A (human) enzyme activation; activation, % at 10 µM; AID 1671463; P16066; HEK293 GC-A cells, cGMP TR-FRET, EC30 ANP; 0% at EC30 ANP, 100% saturating ANP; hit rate 0.14% among 370,000; in the data active = activation above about 40%
# GAA850 FXN act = frataxin GAA850 promoter activation | HEK293 lucGAA850 FXN promoter luciferase reporter, 24 h; percent of 10 µM SAHA response | activation, % at 6 µM | hit rate 0.56% among 360,000;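 active = activation above the average of all compounds screened plus 3 SD, cutoff fixed separately per campaign, cut at about 7.5% in these data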;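 note: 0% = DMSO wells and 100% = 10 µM SAHA wells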
# proKLK7 act = activators of human kallikrein-7 zymogen. P49862. purified proKLK7, EDANS-DABCYL substrate fluorescence; 100% is mature enzyme control, 0% vehicle. activation, % at 7 µM. hit rate 0.9% among 370,000. AID 652039;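 active = activation above the mean of all tested compounds plus 3 SD, computed per campaign excluding outliers beyond control limits, cut at about 13% in these data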
# hgDAF12 agonist = activates the H. glycines DAF-12 receptor ligand-binding domain; HEK293 GAL4-hgDAF12 UAS-luciferase reporter, agonist luminescence; normalized to butyrate control; activation, % at 6.8 µM; hit rate 1.8% among 370,000; AID 687014;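 active = activation above a cutoff set at the mean of all screened compounds plus 3 SD, cut at about 10% in these data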;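 note: 0% = DMSO wells and 100% = sodium butyrate wells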
# DAX1 inh-1 = inhibitors of DAX1 repression of SF-1 activated StAR promoter. HEK293T StAR-luciferase reporter, SF-1/DAX-1 repression relief. inhibition, % at 6.8 µM. hit rate 1.1% among 370,000. AID 652010;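 active = inhibition above the mean over all tested compounds plus 3 SD, cut at about 3.6% in these data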;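 note: 0% = DAX-1 cells with DMSO and 100% = cells lacking DAX-1 with DMSO; higher inhibition means more luminescence from relief of DAX-1 repression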
# hcDAF12 agonist = activators of H. contortus DAF-12 nuclear receptor | activation, % at 6.8 µM | HEK293 hcDAF-12 lit1-tk-luc reporter, luminescence; 0% DMSO, 100% Δ7-dafachronic acid | hit rate 1.4% among 370,000;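 active = activation above the mean of all tested compounds plus 3 SD, cut at about 5.5% in these data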;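 note: 100% = response to 3 µM Δ7-dafachronic acid high control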
# SMARCA2 activ = SMARCA2 function activation, primary screen; MG213 cells, MMTV-luciferase reporter, dexamethasone, overnight; activation, % at 9.1 µM; hit rate 1% among 370,000; AID 652017; in the data active = activation above about 7.8%;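 note: 0% = vehicle wells and 100% = reference activator wells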
# NPR2 activator = GC-B (human) receptor activation | P20594 | HEK293-GC-B cells, CNP EC30, cGMP TR-FRET; 0% at EC30 CNP, 100% saturating CNP | activation, % at 10 µM | hit rate 0.11% among 370,000;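 active = activation at 10 µM reaching about 35% in either raw or pattern-adjusted values, limit read from the data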
# Target sequence (P20594 whole entry, looked up): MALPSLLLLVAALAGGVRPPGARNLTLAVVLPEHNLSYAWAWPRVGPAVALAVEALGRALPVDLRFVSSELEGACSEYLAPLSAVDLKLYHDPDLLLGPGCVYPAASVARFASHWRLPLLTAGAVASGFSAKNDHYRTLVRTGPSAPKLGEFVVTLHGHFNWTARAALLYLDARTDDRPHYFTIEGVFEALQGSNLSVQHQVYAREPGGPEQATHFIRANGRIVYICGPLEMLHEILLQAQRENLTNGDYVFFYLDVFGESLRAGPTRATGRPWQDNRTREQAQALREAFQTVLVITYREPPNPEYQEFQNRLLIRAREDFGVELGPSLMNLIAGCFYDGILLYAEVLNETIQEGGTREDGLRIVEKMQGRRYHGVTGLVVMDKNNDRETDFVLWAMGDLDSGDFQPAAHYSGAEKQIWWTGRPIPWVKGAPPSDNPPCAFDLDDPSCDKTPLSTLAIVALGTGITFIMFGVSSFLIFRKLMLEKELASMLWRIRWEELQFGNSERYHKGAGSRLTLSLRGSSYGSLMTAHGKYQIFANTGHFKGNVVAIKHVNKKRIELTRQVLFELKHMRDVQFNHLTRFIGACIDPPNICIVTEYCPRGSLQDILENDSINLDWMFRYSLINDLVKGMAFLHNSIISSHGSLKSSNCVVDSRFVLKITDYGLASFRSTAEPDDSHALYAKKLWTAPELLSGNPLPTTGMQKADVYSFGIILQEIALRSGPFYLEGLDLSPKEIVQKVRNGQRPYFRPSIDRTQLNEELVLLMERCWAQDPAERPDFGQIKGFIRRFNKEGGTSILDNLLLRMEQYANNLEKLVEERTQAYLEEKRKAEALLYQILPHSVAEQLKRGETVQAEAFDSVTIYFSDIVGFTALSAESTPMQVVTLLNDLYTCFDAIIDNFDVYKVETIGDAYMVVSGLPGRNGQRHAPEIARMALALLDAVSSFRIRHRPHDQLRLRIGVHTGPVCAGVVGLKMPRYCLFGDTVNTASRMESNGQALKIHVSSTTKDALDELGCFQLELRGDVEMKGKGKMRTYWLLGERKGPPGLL
# HGIII-sPLA2 inh = Blocks human group III sPLA2 activity; inhibition, % at 12.2 µM; AID 743126; Q9NZ20; QFRET BODIPY PC-A2 liposome hydrolysis, fluorescence; hit rate 0.56% among 370,000;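 active = inhibition above mean plus 3 SD of compounds lying within the high and low control bounds, cut at about 19% in these data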;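 note: 0% = median of test compound wells and 100% = no enzyme DMSO wells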
# DAX1 inh-2 = NR0B1 (DAX1) inhibition | AID 504766 | hit rate 0.99% among 340,000 | inhibition, % at 6.75 µM | HEK293 Gal4-DAX1 luciferase reporter, luminescence | P51843;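 active = inhibition above the mean over all tested compounds plus 3 SD, cut at about 4.2% in these data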;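 note: 0% = DAX1-transfected cells with DMSO and 100% = empty-vector control cells with DMSO; inhibition shows as a rise in luminescence from relieved DAX1 repression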
# * = called active by the depositor; x = not tested or not shown.
Compound	ssDAF12 agonist	GC-A act	GAA850 FXN act	proKLK7 act	hgDAF12 agonist	DAX1 inh-1	hcDAF12 agonist	SMARCA2 activ	NPR2 activator	HGIII-sPLA2 inh	DAX1 inh-2
CC(C)(C)c1ccc(C(=O)NCCN2CCCC2)cc1	1.1*	2	1.6	0.1	2.2	0.4	0.7	1	1	-2	1.3
NC(=S)N/N=C/c1ccc(-c2ccc([N+](=O)[O-])cc2)o1	-0.4	-7	1.9	-0.3	1.7	-1.7	1.9	-1	-11	12	0.7
CC(C)Cc1ccc(C(C)CC2=CCC(CN(C)C)C2=O)cc1 (stereo not given)	-1.1	-16	2.7	-0.2	3.4	1.0	-0.1	-3	-14	1	1.9
CCOC(=O)C1=C(CN2CCc3ccccc32)NC(=O)NC1c1cccc([N+](=O)[O-])c1 (stereo not given)	-1.0	-7	-1.1	0.3	-2.6	-1.1	0.6	-3	-6	-8	-0.7
COc1cc(OC)cc(C2=Cc3ccccc3C(CC(=O)c3ccco3)N2c2ccc(-c3ccc(C(N)=O)cc3)cc2)c1 (stereo not given)	-0.9	-5	x	-1.0	-2.6	-2.5	-3.0	0	-1	10	x
O=C1CN(C(=O)/C=C/c2ccc(Cl)cc2Cl)CCN1	-0.5	-1	2.2	0.2	4.3	0.7	1.3	1	2	1	-0.2
COc1ccc(C2CCCN2C(=S)Nc2cccc(Cl)c2C)cc1OC (stereo not given)	-2.2	5	1.3	-0.3	-4.6	-0.8	-2.1	-3	-4	1	-1.6
CCC(=O)Nc1cc2c(cc1C(=O)c1ccccc1)OCCO2	-0.7	-4	1.8	0.0	0.0	-1.1	-1.0	2	0	7	-1.0
Cc1ccccc1Nc1c(-c2cccnc2)nc2ccccn12	-0.4	20	3.6	-0.1	-1.8	-0.8	0.5	-3	10	5	-1.9
Cc1nnc(SCC(=O)N2CCCC2)n1-c1ccc(F)cc1	-0.4	0	-1.7	-0.5	-0.8	0.0	0.1	-2	2	-2	2.8
COC(=O)[C@]12C[C@H](CC(=O)NCCCN3CCCC3=O)C(=O)N(Cc3ccc4c(c3)OCO4)C1=C[C@H](C(C)C)O[C@@H]2C1CC1	-0.1	-2	x	-0.2	1.1	-0.6	-2.1	-2	1	-5	x
Cc1ccc(S(=O)(=O)N2C[C@H]3N(C(=O)OC(C)C)N(C(=O)OC(C)C)C[C@H](OC(=O)NCc4ccccc4)[C@@]3(O)C2)cc1	-1.2	2	-6.6	-0.1	-3.8	0.9	-1.7	-5	0	-22	0.0
CCc1ccc(-c2nc(SCC(=O)NC3CCCC3)n[nH]2)cc1	-1.8	-2	-8.6	0.1	-9.6	-7.9	-5.8	-6	-2	-13	-2.1
Cc1ccc(NC(=O)CSc2nnc(C(F)(F)F)n2C)cc1[N+](=O)[O-]	-1.5	10	-1.4	0.3	-1.6	-0.7	-1.8	0	0	11	-0.3
O=C1CCC(C(=O)N2CCOCC2)CN1Cc1cccc(C(F)(F)F)c1 (stereo not given)	-1.3	-3	2.5	0.1	-0.4	-2.1	1.2	0	-1	4	-0.3
O=C(NCCc1nc2ccccc2[nH]1)/C(=C/c1ccc2c(c1)OCO2)NC(=O)c1ccccc1Cl	-1.9	-2	-1.2	0.1	-2.7	0.5	-3.8	1	2	-9	-0.9
CCNC(COC(=O)c1ccc([N+](=O)[O-])cc1)C1CCCCC1 (stereo not given)	-0.4	-7	-0.7	0.5	1.1	0.3	-0.8	3	-2	0	-0.7
O=C(O)Cc1ccc(NC(=O)C2CCCCC2C(=O)O)cc1 (stereo not given)	-1.1	x	-2.0	0.1	-1.3	-0.7	-1.5	-7	x	8	-0.5
O=C(O)c1ccc(N=Nc2c(O)[nH]c3ccccc23)cc1	2.0*	-4	-3.8	0.8	16*	5.9*	12*	2	-17	-2	-2.0
Cc1cccc(-c2cc(C(=O)Nc3sc(C)c(C)c3C(N)=O)c3ccccc3n2)c1	-1.4	8	-0.1	-1.3	0.5	-0.8	-0.9	0	-3	-3	-0.9
Cc1cccc(N/C=C/C(=O)c2cccs2)c1C	2.9*	-5	-0.9	-0.5	13*	6.3*	15*	4	-3	-14	0.5
COc1ccc(/C=N/NC(=O)c2ccc(NC(=O)c3ccccc3Br)cc2)cc1	-1.5	2	3.7	0.2	2.4	-0.5	-3.4	-1	1	-9	-1.4
O=c1[nH]c(/C=C/c2cccc([N+](=O)[O-])c2)c([N+](=O)[O-])c(=O)[nH]1	-0.4	3	1.0	-0.1	-0.2	-0.1	-1.6	0	5	8	-1.3
CCn1c(C)c(P(=O)(N2CCOCC2)N2CCOCC2)c2ccccc21	-0.6	-3	-1.1	-0.5	0.5	0.4	1.5	0	-1	-2	2.5
Cc1ccc(S(=O)(=O)Nc2ccc3cn[nH]c3c2)cc1C	-0.6	-3	1.8	-0.6	-2.0	0.2	4.7	-4	3	-46	x
Cc1sc2ncnc(N3CCCCC3)c2c1C	-2.1	0	0.6	0.3	3.2	0.3	-2.5	-1	-1	5	-0.9
Cc1c(NS(=O)(=O)c2ccc(NC3CCCC3)c([N+](=O)[O-])c2)c(=O)n(-c2ccccc2)n1C	-1.6	4	1.4	0.0	-1.0	-0.3	2.1	-1	-6	-3	-0.1
Cc1cc(C)nc(N2CCCC(C(=O)NC(C)C)C2)n1 (stereo not given)	0.8	x	-0.4	0.4	1.0	0.0	1.3	0	x	4	1.1
CCCOc1ccc(C(=O)C(c2ccccc2)N2CCOCC2)cc1 (stereo not given)	-1.2	8	4.3	-0.7	-2.8	0.4	-2.1	-1	5	2	-1.1
CC(CCc1ccccc1)NC(=O)C(=O)Nc1ccccc1 (stereo not given)	-0.5	2	1.8	-0.9	8.5	2.5	0.6	8.9*	2	3	-0.6
COc1ccc(S(=O)(=O)N2CCC(C(=O)N[C@H](C(=O)NC3CCCC3)C(C)C)CC2)cc1	-0.4	7	-1.9	0.2	1.3	0.1	0.1	0	1	0	0.2
FC(F)(F)c1cccc(CN2CCSCC2)c1	-0.5	1	1.4	-0.7	0.9	0.0	-1.5	-3	6	9	1.6
C/C(=N/O)c1no[n+]([O-])c1/C(C)=N\O	-0.9	5	0.4	0.0	0.4	-0.2	-0.7	-4	7	13	7.2*
COc1ccc(C(=O)N2CCN(S(=O)(=O)c3ccc(Cl)cc3)CC2)cc1OC	-0.7	-3	3.0	0.3	2.8	-1.0	-0.7	-2	-4	3	0.5
COc1ccc(-c2nc(CN3CCN(c4ncccn4)CC3)c(C)o2)cc1C	-1.9	-2	0.3	0.8	-0.7	0.4	-0.7	0	0	-13	0.2
Cc1ccc(C)c(N/N=C2\CCCNC2=O)c1	-0.6	-2	2.9	-0.5	-1.9	0.0	-0.2	-1	2	-1	-0.8
COC(=O)c1cc(=O)nc2sc(-c3ccccc3)nn12	-1.8	-1	-3.2	-4.8	-0.7	-0.5	-0.4	-1	-4	6	0.8
O=C(Nc1ccc(S(=O)(=O)Nc2ncccn2)cc1)c1nn(Cc2ccccc2)c(=O)c2ccccc12	-0.7	3	-0.4	0.6	-1.4	0.7	-1.6	2	6	-5	1.3
COc1cccc(N2CCN(C(=O)CN(c3cc(C)cc(C)c3)S(=O)(=O)c3c(C)noc3C)CC2)c1	-0.5	-1	-3.4	0.2	-0.5	0.2	-0.2	2	0	6	0.1
CCOc1ccc(-c2cccc(NS(=O)(=O)c3cccc([N+](=O)[O-])c3)c2)nn1	-0.9	0	-2.1	-0.2	2.9	-0.4	-0.5	-7	5	-24	-0.6
COc1ccc(O)c(/C=N/NC(=O)CCC(=O)Nc2cccc(C)c2)c1	-1.4	-1	-0.2	-21	-2.9	-0.8	-1.1	-1	-4	-4	0.1
CCC(c1nc2ccccc2[nH]1)n1c(-c2ccnc(Cl)c2)nc2ccccc21 (stereo not given)	-0.9	-17	x	-0.1	-2.1	-1.1	-0.1	-2	-10	-2	x
CCOc1ccc(C(C(=O)NC2CCCC2)N(Cc2ccccc2)C(=O)c2nsc(Cl)c2Cl)cc1 (stereo not given)	-1.1	-6	3.2	0.4	-2.2	-0.7	0.0	2	2	0	-0.1
O=C(CCc1ccccc1)Nc1nc2n(n1)C(c1ccccc1)CC(=O)N2 (stereo not given)	-0.7	-1	2.7	0.2	-0.1	0.5	-0.4	2	-3	3	-0.4
CN(C)c1ccc(C(=S)N2CCN(S(=O)(=O)c3ccccc3)CC2)cc1	0.0	1	0.7	0.2	3.3	-0.1	1.4	-1	-8	3	-0.7
Cc1ccc2cccc(OCC(=O)c3cc(C)n(Cc4ccco4)c3C)c2n1	-1.7	0	x	-1.4	1.0	-0.1	-2.6	0	7	-4	x
COc1cccc(-c2cc(C(=O)Nc3ccc([N+](=O)[O-])cn3)c3ccccc3n2)c1	-1.1	2	-1.5	-0.3	0.0	-2.2	0.1	-3	1	8	-0.5
COc1ccc(C/C(N)=N/n2cnnc2)cc1Cl	-1.2	8	1.1	-0.1	-0.9	-0.5	0.1	0	1	0	0.0
CCC(c1nc2ccccc2[nH]1)n1c(=O)c(-c2ccco2)nc2ccccc21 (stereo not given)	-1.2	-16	x	-0.6	-0.1	-0.4	-1.6	-2	-14	-10	x
O=C(CCNC(=O)c1ccco1)Nc1ccc(N2CCOCC2)cc1	-1.7	-1	0.4	-0.5	2.1	-0.4	-0.6	-3	-5	11	-0.1
CCN1CCN(C(=O)C2CCCN(c3ncnc4c3nc3n4CCCCC3)C2)CC1 (stereo not given)	-1.0	-3	1.2	-0.5	1.1	-0.9	-0.4	-4	-3	1	0.3
O=C(CSc1nc2c(c(=O)[nH]1)CCC2)Nc1ccc(F)cc1	-0.7	-3	1.2	-0.2	0.6	0.1	1.0	-1	-2	-2	0.3
CCCCN(C(=O)c1ccc(OC(F)(F)F)cc1)c1c(N)n(CCC)c(=O)[nH]c1=O	-1.9	4	-0.3	-0.3	0.0	0.4	0.4	-3	0	5	0.5
CC(CCc1ccccc1)NC(=O)CN1CCN(Cc2ccc(Cl)cc2)C1=O (stereo not given)	-2.4	5	-0.8	0.2	-2.1	-0.9	0.0	-4	1	-2	-1.2
CCN(CC)S(=O)(=O)c1ccc(N2CC(C(=O)Nc3cccc(C(=O)NC4CC4)c3)CC2=O)cc1 (stereo not given)	-1.3	-2	0.1	0.1	0.7	1.0	0.0	-3	3	8	-1.1
N#Cc1ccc(-n2nccc2-c2cnc3n(c2=O)CCS3)cc1	-0.7	-1	0.9	-0.2	-2.4	0.5	-0.9	-6	5	1	0.5
